CXCR6 inh = inhibitors of human CXCR6 receptor | CHO-K1 PathHunter CXCR6 beta-arrestin, luminescence | AID 602244 | 360,000 tested, 0.36% active | inhibition, % at 20 µM | O00574; in the data active = inhibition above about 34%, passing the limit was not always enough;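 note: antagonist mode with CXCL16 agonist at 10 nM final; 0% = 10 nM CXCL16 with DMSO and 100% = unstimulated wells without agonist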
Target sequence (O00574 whole entry, looked up): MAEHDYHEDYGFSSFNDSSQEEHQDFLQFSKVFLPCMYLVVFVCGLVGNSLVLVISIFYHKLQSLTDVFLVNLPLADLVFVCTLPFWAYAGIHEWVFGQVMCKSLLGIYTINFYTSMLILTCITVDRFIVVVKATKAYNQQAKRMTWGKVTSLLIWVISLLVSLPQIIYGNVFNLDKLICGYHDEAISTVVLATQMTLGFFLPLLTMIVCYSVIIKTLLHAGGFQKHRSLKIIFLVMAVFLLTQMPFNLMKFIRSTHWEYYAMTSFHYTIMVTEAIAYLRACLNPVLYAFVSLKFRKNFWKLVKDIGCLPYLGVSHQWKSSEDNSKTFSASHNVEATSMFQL
Active calls of the source: *. The list is partial; rates above refer to the full screens.

no. | Molecule | CXCR6 inh
1 | N#Cc1cnc2nc1NCCCCCCC2 | -1
2 | CCc1c(N)nc(N)nc1Nc1ccccc1C | -4
3 | CCC(=O)Nc1ccc(C(=O)CSc2nc3ccc(C)cc3[nH]2)cc1 | -5
4 | C/C(=N/NS(=O)(=O)c1ccc(Br)cc1)c1cccc(NC(=O)C2CC2)c1 | 0
5 | Cc1nc(N)sc1-c1csc(Nc2ncccn2)n1 | -10
6 | O=C(OCc1ccccc1)N1CCC2CC1c1cc(-c3ccc4c(c3)OCO4)ccc12 (stereo unspecified) | -3
7 | COc1ccc(F)cc1-c1cc(C(=O)N2CCc3ccccc3C2)[nH]n1 | -9
8 | CCCCN(C=O)c1c(CC)nc2ccc(C(=O)NCCc3c[nH]c4ccccc34)cn12 | 6
9 | CC(=O)Nc1cc(-c2cccc(C(=O)NCCN(C)C)c2)cn2c(-c3ccc(F)c(Cl)c3)cnc12 | 2
10 | CCOC(=O)C(C#N)C(=N)C1C(=O)OC2CCCCC21 (stereo unspecified) | -8
11 | O=C(OCCO)c1c(C2=CCCCC2)oc2c1C(OCCO)CCC2 (stereo unspecified) | -2
12 | CCCCCCN1C[C@H](O)[C@@H](n2cc(COC(=O)c3ccccc3)nn2)C[C@@H]1c1ccc(C)cc1 | -1
13 | CS(=O)(=O)Nc1ccc(F)cc1 | 8
14 | C[C@@H]1CCCCO[C@@H](CN(C)S(=O)(=O)c2ccccc2)[C@@H](C)CN([C@H](C)CO)C(=O)c2cc(N(C)C)ccc2O1 | 6
15 | COc1ccc2cc(C3=CC(=O)CCC3)ccc2c1 | -2
16 | CN(C)Cc1cccc(-c2ccccc2)c1O | 2
17 | CC1(c2nnnn2-c2ccc3c(c2)OCCO3)CCC(=O)N1C1CC1 (stereo unspecified) | -4
18 | C[C@H](CO)N1C[C@H](C)[C@@H](CN(C)C(=O)c2ccc3ccn(C)c3c2)OCc2cnnn2CCCC1=O | 4
19 | CCCC1OC(c2cc3c(cc2Cl)OCO3)OCC1CC (stereo unspecified) | 2
20 | CCN1C[C@@H]2[C@@H]3C(=O)N(Cc4ccccc4)C(=O)[C@@H]3[C@](CC)(C1=O)N2C(=O)c1ccc(C(C)(C)C)cc1 | 0
21 | CN(C)CCCNc1nc2cc(-c3cncnc3)sc2c(=O)n1C | 4
22 | Cn1c(=O)c2cc(NC(=O)OCCF)ccc2n1Cc1cccc(C(F)(F)F)c1 | 4
23 | CCCCC1CC(=O)NC1(C(=O)OCC)C(=O)OCC (stereo unspecified) | 2
24 | COc1ccccc1CNc1nc(NCc2ccccc2)nc2ccsc12 | 0
25 | CCOP(=O)(OCC)C(Cc1ccc(OC)c(OC)c1)N=C(c1ccccc1)c1ccccc1 (stereo unspecified) | 14
26 | Nc1cc(=O)[nH]c(=O)n1CCCc1ccccc1 | -27
27 | C[C@@H]1CN([C@H](C)CO)C(=O)CCCn2nncc2CO[C@H]1CN(C)Cc1ccccc1C(=O)O | -3
28 | O=S1(=O)CCN(Cc2cccnc2)CC1 | -11
29 | OC(CC(O)c1ccccc1)c1ccccc1 (stereo unspecified) | -3
30 | CN(CC(=O)Nc1c(Cl)cccc1Cl)CC(=O)N1CCc2ccccc21 | -7

3 compounds from above, arranged by the value under CXCR6 inh, low to high.
#	compound	CXCR6 inh
26	Nc1cc(=O)[nH]c(=O)n1CCCc1ccccc1	-27
11	O=C(OCCO)c1c(C2=CCCCC2)oc2c1C(OCCO)CCC2 (stereo unspecified)	-2
13	CS(=O)(=O)Nc1ccc(F)cc1	8

Following part:
no. | Molecule | CXCR6 inh
31 | CCc1nc2ccc(C(=O)N3CCN(C(=O)c4ccco4)CC3)cn2c1N(C)CCC(C)C | -1
32 | CCc1nc2ccc(C(=O)Nc3ccc4c(c3)OCC(=O)N4)cn2c1N(CC)Cc1cccc(Br)c1 | 0
33 | Cc1cc(N2CCN(C(c3ccnc4ccccc34)c3nnnn3-c3c(C)cccc3C)CC2)c2ccccc2n1 (stereo unspecified) | 25
34 | CCNC(=O)C1CCCN(C(=O)c2cc(C)oc2C)CC1 (stereo unspecified) | -5
35 | CC(C)(C)c1ccc(C(=O)Nc2cccc3c(=O)[nH][nH]c(=O)c23)cc1 | 4
36 | COC(=O)C1CC2=C(CCCC2=O)NC1=O (stereo unspecified) | 4
37 | CCc1ccccc1NC(=O)CNC(=O)c1ccc(S(=O)(=O)NCc2ccco2)cc1 | -6
38 | Cn1nc(C(C)(C)C)cc1NC(=O)C1(C)CCN1C(=O)c1ccccc1CCc1ccccc1 (stereo unspecified) | 14
39 | COC(=O)c1ccc2nc(-c3cccc(Br)c3)c(Cc3ccsc3)n2c1 | 10
40 | O=C(C[C@H]1C[C@@H]2c3cc(NC(=O)Nc4ccccc4F)ccc3O[C@@H]2[C@H](CO)O1)NCc1ccccn1 | 0
41 | Cc1noc(C)c1-c1ccc(C(=O)NCc2cccs2)c2occc12 | -3
42 | O=C1C(N2CCOCC2)=Cc2cccc3cccc1c23 | 4
43 | CC1ON=C(c2ccccn2)N(Cc2ccc(S(C)(=O)=O)cc2)C1=O (stereo unspecified) | 1
44 | Cc1cn([C@H]2C[C@H](O)[C@@H](/C=C/C(=O)N3CCN(Cc4ccc(F)cc4)CC3)O2)c(=O)[nH]c1=O | -5
45 | CC(=O)N1N=C(N)SC1c1ccc(Cl)c(Cl)c1 (stereo unspecified) | 2
46 | O=C(c1ccccc1)c1ccc[nH]1 | 1
47 | O=c1[nH]c(=O)c2[nH]c(=O)n(-c3ccccc3)c2[nH]1 | -8
48 | CC1(C(=O)NS(=O)(=O)c2ccc(Cl)cc2)CCN1C(=O)CCc1ccc(Cl)cc1Cl (stereo unspecified) | 2
49 | O=C(O)C1(O)C[C@@H](O)C(O)[C@H](O)C1 (stereo partly specified) | -4
50 | COc1cc(C(=O)Nc2ccc3c(c2)C(=O)c2ccccc2C3=O)cc(OC)c1OC | -13
51 | CC(=O)c1ccc(OCCCC(=O)Nc2ccc(Cl)c(S(=O)(=O)N3CCOCC3)c2)cc1 | -7
52 | CSc1ncnc2c1ncn2CCCNCc1ccc2c(c1)OCO2 | 2
53 | CC1(C(=O)NCC2CC2)CCN1C(=O)C/C=C/c1ccccc1 (stereo unspecified) | -3
54 | O=C(c1ccccc1)C1CC1c1ccccc1 (stereo unspecified) | 2
55 | CCOC(=O)Cc1ccc(Nc2nc(NC)nc3ccsc23)cc1 | 6
56 | COc1ccc(-c2cc(NC(C)=O)c3ncc(-c4ccccc4)n3c2)cc1OC | 11
57 | ON=C1c2ccccc2-c2ccc(F)cc21 | -19
58 | O=C(CSCC(=O)NN=Cc1ccccc1)NN=Cc1ccccc1 | -4
59 | CCC(c1nnnn1-c1ccc2c(c1)OCCO2)N1CCc2ccccc2C1 (stereo unspecified) | 2
60 | CCN(CC)Cc1cc(C(C)(C)C)cc(N2CCOCC2)c1O | 5

no. | Molecule | CXCR6 inh
61 | Cc1cccc(C(=O)OCC(=O)NC(=O)NC2CCCCC2)c1 | 6
62 | Clc1nssc1=Nc1ccccc1 | -1
63 | CCN=C1NN=C(c2cc(C)n(CCc3ccccc3)c2C)CS1 | 4
64 | CCCCNC(=O)C1(C)CCCCN1C(=O)c1cc2ccccc2s1 (stereo unspecified) | 2
65 | Cc1nc(C(F)(F)F)ccc1C(=O)N1CCC1(C)C(=O)NS(=O)(=O)c1ccc2c(c1)CCO2 (stereo unspecified) | 0
66 | COC(=O)c1ccc(C(=O)OC)c(NC(=O)Cc2cccs2)c1 | 0
67 | Clc1ccc(/C=C\c2nccc3c2[nH]c2ccccc23)cc1 | -12
68 | CCN(CC)C(=O)C1=C(C)N(Cc2ccccc2)C(=O)C(CC(=O)NC2CCCCC2)C1 (stereo unspecified) | -2
69 | CCCCN(C=O)c1c(CC)nc2ccc(C(=O)NCc3cccs3)cn12 | 2
70 | COc1ccc(C(NC(=O)C2CCN(CCc3ccccc3)CC2)c2ccccn2)cc1 (stereo unspecified) | -2
71 | COc1cc(-c2cnc3c(NC=O)cc(-c4ccc(C)cc4)cn23)cc(OC)c1OC | 15
72 | O=S(=O)(Cc1ccc(Cl)cc1)Oc1ccc(Cl)cc1 | 4
73 | COc1ccc(NC(=O)C2CC(=O)N(c3ccccc3F)C2)cc1S(=O)(=O)N1CCCCC1 (stereo unspecified) | 0
74 | C[C@H]1CN([C@@H](C)CO)C(=O)CCCn2nncc2CO[C@H]1CN(C)C(=O)Nc1ccc2c(c1)OCO2 | 2
75 | O=C(NC1CC1)c1cccc(NC(=O)C2CC2)c1 | -5
76 | COc1ccc(C(=O)n2nnc3ccccc32)cc1OC | 13
77 | Cc1cc(-c2nc3cc(F)ccc3s2)ccc1N | -5
78 | CCNC(=O)C1CCCN(C(=O)c2cccc(C(F)(F)F)c2)CC1 (stereo unspecified) | -3
79 | CCOc1cc(C=NNC(=O)CCCC(=O)NN=Cc2ccc(O)c(OCC)c2)ccc1O | -12
80 | COc1ccccc1Cc1c(-c2ccc(OC)c(OC)c2)nc2ccc(Cl)cn12 | 9
81 | Cc1ccc(S(=O)(=O)NN=Cc2ccccc2Cl)cc1 | 0
82 | COc1ccc(NC(=O)c2cc(-c3cc(F)ccc3OC)n[nH]2)cn1 | 6
83 | OC[C@@H]1CN(Cc2ccncc2)C[C@H](n2cnc3c(NCc4ccncc4)ncnc32)O1 | -2
84 | c1ccc2c(c1)ncn2-c1cncnc1 | -4
85 | CC(=NNC(N)=O)C1=C(O)C(C(C)C)NC1=O (stereo unspecified) | -3
86 | C[C@H](CO)NC(=O)c1[nH]cnc1C(=O)Nc1ccc(CNC(=O)OC(C)(C)C)cc1 | -2
87 | CCCc1ccc2ccc3ccccc3c2n1 | -12
88 | CC(=O)Nc1cc(-c2cccc(C(=O)NCCO)c2)cn2c(-c3ccc(F)cc3)cnc12 | -1
89 | O=c1ccn2c(n1)SC(c1ccccc1)C2 (stereo unspecified) | -1
90 | COC(=O)c1ccc(CNc2ccc(C(C)=O)cc2)cc1 | -5

no. | Molecule | CXCR6 inh
91 | CC(=O)Nc1ccc(Nc2cc(C)nc3c(-c4ccccc4)cnn23)cc1 | -1
92 | CCOC(=O)C1=C(C(=O)OCC)N(CC)CCC1=O | -4
93 | COc1ccc(C(NC(=O)C2CCN(CCCc3ccccc3)CC2)c2cccs2)cc1 (stereo unspecified) | 9
94 | Cc1cccc(C(=O)N2CCC(=O)N([C@H](COCc3ccccc3)Cc3ccccc3)CC2)c1 | -2
95 | CCN(CC)CCNc1c(C)cc(CO)c(Cl)c1C | 11
96 | CC(C)(C)OC(=O)N(CCc1ccccc1)Cc1cccc(OCc2cccc(NC(=O)C3CCC3)c2)c1 | -6
97 | O=S(=O)(c1ccccc1)N1CCCCC1CCc1ccccc1 (stereo unspecified) | 3
98 | Cn1cnc2c(cnn2C)c1=O | 1
99 | CN(NS(=O)(=O)c1ccccc1)C(=O)c1ccccc1 | 3
100 | COCCNc1nc(NCc2cccc(OC)c2OC)c2sccc2n1 | -2
101 | CCOC(=O)C1(C)CCN1C(=O)c1cccc(Cl)c1 (stereo unspecified) | 6
102 | OCc1cccc(-c2cnc3c(Nc4cccc(OC(F)(F)C(F)F)c4)nccn23)c1 | -20
103 | CCCNC(=O)C1(C)CCN1C(=O)Cc1ccc(-c2ccccc2)cc1 (stereo unspecified) | -4
104 | CC(C)c1ccc(S(=O)(=O)N2CCN(C(=O)c3cccc(S(=O)(=O)N4CCOCC4)c3)CC2)cc1 | -2
105 | CCCCN(C(=O)c1cc(S(=O)(=O)N2CCCCC2)ccc1Cl)c1c(N)n(CCC)c(=O)[nH]c1=O | -2
106 | CCSC(=O)N=Nc1ccc(O)cc1 | 3
107 | COC(=O)c1ccc(NC(=O)CN2CCC(NC(=O)c3ccccc3F)CC2)cc1 | 1
108 | COc1ccc2ccc3ccc(OC)c(OC(C)=O)c3c2c1 | -7
109 | Cc1ccc(S(=O)(=O)NC(=O)C2(C)CCN2C(=O)Cc2ccc(Cl)cc2Cl)cc1 (stereo unspecified) | -1
110 | CC1C(=O)N(Cc2cn(Cc3ccco3)nn2)CCS(=O)(=O)N1Cc1ccc(-c2ccccc2)cc1 (stereo unspecified) | 4
111 | O=S1(=O)CC(N2CCC(c3ccccc3)CC2)CN1C1CCCCC1 (stereo unspecified) | -7
112 | COC(=O)C1(C)CCCC2(C)C1CCC13OCC(CC21)C(O)(C(C)C)C3O (stereo unspecified) | 0
113 | Cc1ccc(-c2c(C#N)c(N)n(-c3ccccc3C)c(=O)c2C#N)cc1 | 4
114 | O=C(c1ccc2nc[nH]c2c1)N1CCN(S(=O)(=O)c2cccc(Cl)c2)CC1 | 5
115 | Cc1cc(C)c(SSc2nnnn2-c2ccccc2)c(C)c1 | -4
116 | Cc1cc(C)c(C)c(S(=O)(=O)Nc2ccccc2C(=O)NCCCn2ccnc2)c1C | -2
117 | CCOc1cccc2sc(NN)nc12 | 10
118 | C/C(=N/Nc1nc(-c2ccccc2)c(CC(=O)O)s1)c1ccccc1 | 9
119 | CSc1ccc(NC(=O)C2(C)CCN2C(=O)c2ccccc2CCc2ccccc2)cc1 (stereo unspecified) | 19
120 | CCOC(=O)[C@]12CCC=C1N(Cc1cccc3ccccc13)C(=O)[C@H](CC(=O)NCc1ccc(OC)c(OC)c1)C2 | 6
121 | COc1ccc(OC)c(NC(=O)C2(C)CCN2C(=O)C(C)(C)c2ccccc2)c1 (stereo unspecified) | 8
122 | CN(C)c1ncnc2c1ncn2C1CCCCO1 (stereo unspecified) | 0

4 entries from above, with each value named:
[91] CC(=O)Nc1ccc(Nc2cc(C)nc3c(-c4ccccc4)cnn23)cc1
  CXCR6 inh: -1
[92] CCOC(=O)C1=C(C(=O)OCC)N(CC)CCC1=O
  CXCR6 inh: -4
[93] COc1ccc(C(NC(=O)C2CCN(CCCc3ccccc3)CC2)c2cccs2)cc1 (stereo unspecified)
  CXCR6 inh: 9
[94] Cc1cccc(C(=O)N2CCC(=O)N([C@H](COCc3ccccc3)Cc3ccccc3)CC2)c1
  CXCR6 inh: -2

Three of the compounds above, field by field:
#116 Cc1cc(C)c(C)c(S(=O)(=O)Nc2ccccc2C(=O)NCCCn2ccnc2)c1C
  CXCR6 inh = -2

#117 CCOc1cccc2sc(NN)nc12
  CXCR6 inh = 10

#118 C/C(=N/Nc1nc(-c2ccccc2)c(CC(=O)O)s1)c1ccccc1
  CXCR6 inh = 9

Source: PubChem (Sanford-Burnham Center for Chemical Genomics)
